# From PubChem BioAssay
# MKP-3 inhibition – inhibition of rat DUSP6 enzyme activity – biochemical, in vitro, primary screen (AID 425) | recombinant MKP-3 phosphatase activity, fluorescence; higher % means a stronger effect | inhibition, % at 20 µM; hits with a dose series show IC50 in µM | 110,000 compounds, 0.17% hits; in the data active = inhibition above about 50%;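 also: plate controls were vehicle for no effect and reference inhibitor for full effect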
# Hsp70 displacement – Hsp70 inhibitors, probe displacement, primary screen, biochemical, fluorescence polarization (AID 583); Hsp70 fluorescence polarization probe displacement, mP; higher % means a stronger effect; displacement, % at 20 µM, or IC50 in µM where a hit was titrated; 140,000 compounds, 0.06% hits; in the data active = displacement above about 50%;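 also: plate controls were vehicle for no effect and reference ligand for full effect; a part of the inactive calls stands beside numbers as strong as those of hits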
# * = called active by the depositor; · = not tested or not shown; & = joins results of further samples.
SMILES,MKP-3 inhibition,Hsp70 displacement
O=C(O)CCSc1nc2ccccc2c(=O)[nH]1,-2%&-1%,6.9%&5.0%
O=C(CSc1nnc(COc2ccc(F)cc2)o1)N1c2ccccc2CCc2ccccc21,-8%,5.2%
CCOc1ccc(NC(=O)c2ccc(Cl)c([N+](=O)[O-])c2)cc1,-1%,2.7%
CCC(=O)N1N=C(c2ccccc2)CC1c1ccc([N+](=O)[O-])cc1 (configuration not stated),5%,6.7%
CC(C)CC(C(=O)Nc1sc2c(c1C(N)=O)CCC(C)C2)N1C(=O)c2ccccc2C1=O (configuration not stated),2%,1.8%
COc1ccc(NC(C)=O)cc1NC(=O)CN1CCN(c2ccccn2)CC1,-10%,-4.4%
O=c1c2c3n(c(=S)nc2[nH]n1-c1ccccc1)CCCCC3,·,8.4%
COc1ccccc1NC(=O)C1CCCN(c2nc(C)cc(C)n2)C1 (configuration not stated),·,0.7%
Cc1cc(N2CCN(C3=NCC(C)(C)S3)CC2)n2c(nc3ccccc32)c1C#N,4%,-2.1%
c1coc(-c2nc(-c3ccncc3)no2)c1,-7%,2.5%
CCn1c(CNC(=O)C(C)(C)C)nc2ccccc21,-10%,1.0%
CC(C)CCNC(=O)C(c1ccco1)N(Cc1cccs1)C(=O)Cn1nnc2ccccc21 (configuration not stated),-3%,2.0%
CCOc1ccccc1N1CCN(C(=O)c2ccc([N+](=O)[O-])cc2Cl)CC1,3%,-7.5%
Brc1cccc(-c2nnc3sc(CN4CCCCC4)cn23)c1,-7%,-1.4%
O=C(CSc1nnc(-c2ccccc2)c(-c2ccccc2)n1)NCc1ccco1,·,-5.6%
c1cnc2ccc(C(c3nnnn3C3CCCCC3)N3CCN(C4CCCCC4)CC3)cc2c1 (configuration not stated),·,1.5%
CCCc1[nH]n(-c2ccc([N+](=O)[O-])cc2)c(=O)c1C=NC1CC(C)(C)NC(C)(C)C1,2%,7.5%
O=C1N/C(=N\Nc2ccccc2)S/C1=C\c1cccc(Br)c1,8%,-11%
CCOC(=O)C1=C(CC)NC2=C(C(=O)CCC2)C1c1cc2c(cc1[N+](=O)[O-])OCO2 (configuration not stated),0%,0.4%
C=CCN1C(=O)/C(=C\c2ccc(OCc3cccc4ccccc34)cc2)SC1=S,-1%,-0.9%
Cc1ccc(-c2noc(C3CCN(C(=O)Nc4ccc(C#N)cc4)CC3)n2)o1,1%,-0.3%
COc1ccc(C2(C(=O)NC3CCCCC3)CCOCC2)cc1OC,·,3.5%
CC(=O)Nc1sc2c(c1C#N)CCCC2,6%,-0.5%&-3.1%
CCC(Sc1nc(C)cc(=O)[nH]1)C(=O)Nc1nc2c(s1)CCCC2 (configuration not stated),-8%,-3.0%
O=C(O)c1ccccc1NC(=O)c1ccccc1-c1ccccc1C(=O)O,1%,1.9%
C=CCn1c(C(C)NC(=O)COC)nc2ccccc21 (configuration not stated),-2%,3.3%
Cc1ccccc1Cc1c(C)nc2c(C(=O)NCc3ccc4c(c3)OCO4)cnn2c1C,·,-0.6%
Cc1ccc(CC2C(=O)N(c3cccc(Cl)c3C)C(=O)C2C)cc1 (configuration not stated),0%,6.5%
Nc1cc(N)cc(-c2nc3ccccc3[nH]2)c1,1%,2.9%
CCCCCCCCNc1ncnc2ccccc12,·,0.7%
CCN(CC)c1nc(N(CC)CC)[nH]c(=O)n1,-6%,1.8%
Cc1oc2c(c1C(=O)NCc1ccccc1)CCCC2,1%,1.2%
CCOC(=O)C1CCCN(C(=O)Cn2cccc2C(=O)c2ccccc2)C1 (configuration not stated),6%,-2.7%
COCCn1nnnc1C(c1cccc(C(F)(F)F)c1)N1CCN(Cc2ccccc2)CC1 (configuration not stated),·,3.2%
COC(=O)c1ccc(/C=N\N2CCN(c3ccccc3OC)CC2)cc1,11%,-5.1%
O=C(CCCOc1ccc(Cl)cc1Cl)NCCCO,-3%,-2.3%
CCN1C(=O)/C(=C\c2cccc(C)c2)SC1=S,-2%,2.8%
O=S(=O)(N1CCCCCC1)N1CCN(S(=O)(=O)N2CCCCC2)CC1,·,11%
O=C(Nc1ccc(F)c([N+](=O)[O-])c1)c1cccc(OCc2ccccc2)c1,0%,1.9%
O=C(N=Nc1c(O)[nH]c2c(Br)cc(Br)cc12)c1ccco1,0%,-3.6%
CCN(CC(=O)NC)S(=O)(=O)c1ccc(Br)cc1,4%,1.4%
CS(=O)(=O)N1CCN(C(=O)c2cc3ccccc3oc2=O)CC1,-3%,7.6%
CCC(C(=O)Nc1cc(Cl)ccc1OC)c1ccccc1 (configuration not stated),2%,-3.6%
CCCC(C)n1[nH]c(=O)c2c(C)cc(C)nc21 (configuration not stated),-5%,1.4%
COc1ccc(S(=O)(=O)N2Cc3ccccc3CC2C(=O)Nc2nccs2)cc1 (configuration not stated),·,1.2%
COc1cc(N(C)C)c([N+](=O)[O-])cc1C(=O)N1CC(C)NC(C)C1 (configuration not stated),-5%,-1.3%
CC(C)COC(=O)c1cccc2c1-c1ccccc1/C2=N\O,·,-1.6%
Fc1ccc(CNC(=S)Nc2ccc(Cl)cc2Cl)cc1,0%,-0.6%
CCC(C(=O)NCc1ccco1)c1ccccc1 (configuration not stated),2%,3.2%
Cc1c(C(=O)NCc2ccco2)oc2ccc(S(=O)(=O)N3CCC4(CC3)OCCO4)cc12,6%,·

# Other structures follow.
SMILES,MKP-3 inhibition,Hsp70 displacement
COc1cc(C2C(C(=O)OCc3ccccc3)=C(C)NC3=C2C(=O)CCC3)cc(Br)c1O (configuration not stated),-1%,1.9%
O=C(NC1CCCCC1)N1CCCc2ccccc21,-10%,0.2%
COc1cccc(CNC(=O)CCn2c(=O)oc3ccccc32)c1,-8%,-4.4%
Cc1ccc(C)n1-c1ccc(Br)cc1C(=O)O,0%,7.4%
O=C(O)Cn1c2c(c3ccccc31)CCCC2,-3%,19%
CC(C)COc1ccc(C(=O)Nc2cc(Cl)ccc2Cl)cc1,1%,-2.5%
O=C(COc1ccccc1)Nc1nnc(-c2ccc(Cl)s2)o1,-1%,0.2%
O=S(=O)(N1CCOCC1)N1CCN(c2ccc(F)cc2)CC1,·,7.4%
CC(C)CC(=O)NC(NC(=O)CC(C)C)c1cccc([N+](=O)[O-])c1,3%,2.4%
O=C(Nc1ccc(Oc2ccc(NC(=O)c3ccco3)cc2)cc1)c1ccco1,2%,13%
COc1ccc(N2CCN(C(=O)C3CCCO3)CC2)cc1 (configuration not stated),·,6.7%
O=C(NC1CCCC1)C(c1ccsc1)N(Cc1ccco1)C(=O)Cc1cccs1 (configuration not stated),-5%,41%
CCn1c(SCC(=O)c2ccc(F)cc2)nnc1-c1ccoc1C,-12%,-5.5%
Cc1ccc(S(=O)(=O)N2CCN(Cc3ccccc3C(F)(F)F)CC2)cc1,-21%,-0.8%
O=C(O)c1ccc(NC(=O)c2ccccc2F)c(NC(=O)c2ccccc2F)c1,1%,-7.2%
CCCCN(CCCC)Cc1ccc(N)cc1,-8%,1.6%
COc1cc(/C=C2\SC(N3CCC(C)CC3)=NC2=O)ccc1O,2%,-13%
N#Cc1cc2[nH]c3ccccc3c2n(-c2ccc([N+](=O)[O-])cc2)c1=O,2%,-2.9%
CCOc1ccc(C2/C(=C(\O)c3ccccc3)C(=O)C(=O)N2CCCCCC(=O)O)cc1 (configuration not stated),1%,-3.8%
Cc1ccc(Sc2ccc(/C=c3\sc4nc5ccccc5n4c3=O)o2)cc1,2%,-2.5%
COc1ccc(N(CC(=O)Nc2cc(OC)ccc2OC)S(=O)(=O)c2c(C)nn(C)c2C)cc1,-18%,-1.7%
O=C(Nc1ncc(C(F)(F)F)cc1Cl)C1COc2ccccc2O1 (configuration not stated),2%,5.1%
Cn1c(SCCN2CCCCC2)nnc1-c1ccccc1Br,-4%,6.4%
Clc1c(CSc2nc3ccccc3o2)nc2sccn12,-6%,-0.2%
CC(=O)Nc1sc2c(c1C#N)CCCCC2,-6%,3.7%
COc1ccccc1Nc1nc(C)cs1,-4%,-2.9%&4.1%
CCCc1nnc(NC(=O)C2CCCO2)s1 (configuration not stated),-7%,1.5%
COc1ccc(OCc2nnc(SC(C)C(=O)Nc3nccs3)n2-c2ccccc2)cc1 (configuration not stated),-2%,4.6%
Cc1ccc(Nc2nc(N)nc(CSc3nccn3C)n2)cc1,5%,-5.3%
COc1ccc(CCNC(=O)Cn2cnc3c(cnn3-c3ccccc3Cl)c2=O)cc1OC,-7%,-1.4%
CC(C)(O)C(=O)NN(C(=O)c1ccccc1)c1ccc2ccccc2c1,·,2.4%
O=C(CSC(=S)N1CCSCC1)c1ccc([N+](=O)[O-])cc1,0%,2.4%
O=C(NC(=S)Nc1ccc(Cl)c(-c2nc3ccccc3s2)c1)c1ccco1,-11%,2.6%
O=C(COC(=O)COc1ccccc1)Nc1ccccc1OC(F)F,-8%,-2.3%
O=C(CCCCCN1C(=O)c2ccccc2C1=O)Nc1ccc(F)cc1,·,-2.8%
O=C(CSc1nnnn1-c1ccccc1)Nc1cc2c(cc1Br)OCCO2,0%,-3.9%
COc1cc(/C=C2\C(=O)NC(=S)N(c3ccc(Br)cc3)C2=O)ccc1OCC(=O)O,4%,6.6%
CCCCCOC(=O)Nc1nnc(CCCCC)s1,·,1.1%
CCOC(=O)c1ccc(NC(=O)C2=C(C)Nc3nc(CCCO)nn3C2c2ccc(OC)cc2)cc1 (configuration not stated),5%,4.5%
COc1cccc2[nH]c3c(N4CC(C)CC(C)C4)ncnc3c12 (configuration not stated),·,1.0%
O=C(O)c1ccccc1C(=O)N1CCN(c2ccccc2)CC1,3%,-1.6%
COc1ccc(C(=O)Nc2oc(-c3ccccc3)c(-c3ccccc3)c2C#N)cc1,·,-0.5%
COC(=O)CSCC(=O)Nc1cc2c(cc1C(C)=O)OCO2,-1%,6.2%
Cc1cc(C)nc(SCc2csc(N)n2)n1,-1%,-0.5%
CCOC(=O)C1(c2ccccc2)NC(c2ccc(N(C)C)cc2)C2C(=O)N(C)C(=O)C21 (configuration not stated),1%,1.7%
O=C(NC1CCCCCC1)c1cccc(Cl)c1,0%,3.2%
Cc1ccc(OCCN2C(=O)c3ccccc3C2=O)cc1,·,-8.1%
c1ccc2oc(SCc3nc4ccccc4s3)nc2c1,-7%,-4.8%
O=C(Cn1cnc2c(nnn2-c2cccc(Cl)c2)c1=O)N1CCOCC1,-8%,5.3%
Cc1nc2ccc(S(=O)(=O)N(C)CC(=O)N3CCc4ccccc43)cc2s1,0%,-2.8%

# New compounds follow.
SMILES,MKP-3 inhibition,Hsp70 displacement
CCOC(=O)N1CCC(NC(=O)CS(=O)Cc2nc(-c3ccc(OC)c(OC)c3)oc2C)CC1 (configuration not stated),-6%,3.0%
COc1ccc(C(=O)NNC(=O)c2cccc(C)c2)c(OC)c1,1%,1.5%
Cc1nc(NCC2CCCO2)nc2c1C(=O)CC(C)(C)C2 (configuration not stated),0%,2.7%
CC(=O)Nc1ccc(OCC(O)Cn2c(C)nc3ccccc32)cc1 (configuration not stated),·,0.4%
Cc1ccc(C(=O)NC2CCCCCC2)o1,-13%,-4.6%
CCCOc1c(Cl)cc(/C=C2/SC(=S)NC2=O)cc1OC,0%,1.3%
CCOC(=O)COc1ccc(/C=C(/C#N)C(=O)Nc2cccc(Br)c2)cc1,1%,-7.1%
COc1cc(OC)cc(C(=O)Nc2ccc([N+](=O)[O-])cn2)c1,1%,-7.0%
CCOC(=O)c1ccc(NS(=O)(=O)c2cc(C(=O)Nc3ccccc3)ccc2C)cc1,0%,-2.2%
O=C1CC(Nc2ccccc2)C(=O)N1CCc1ccccc1 (configuration not stated),·,7.1%
CSc1ccc(-c2nnn(Cc3ccc(Br)cc3)n2)cc1,·,6.0%
CN1CCN(c2ccc(NC(=O)c3cccc(OCc4ccccc4)c3)cc2)CC1,-13%,1.8%
O=C1c2cccc3cccc(c23)C(=O)N1CCCN1CCCCC1,0%,-0.2%
c1ccc2c(c1)CCN(c1nc3cc4c(cc3s1)OCO4)C2,9%,-0.5%
COc1ccc(NC(=O)/C=C/c2ccccc2Cl)c(OC)c1,1%,0.9%
CC(C)CCNC(=O)CN(Cc1ccc2c(c1)OCO2)C(=O)Cn1nnc(-c2cccs2)n1,-3%,3.1%
O=C(CSc1ccccc1C(=O)O)NCc1ccco1,-6%,0.3%

# Only part of the results is shown; count on the stated rates, not on these rows.
